Screening results: PubChem BioAssay, several laboratories
LMPTP block – LMPTP (human) inhibition; actives 0.22% (n = 360,000); recombinant LMPTP-A, OMFP fluorogenic substrate, fluorescence intensity; P24666; inhibition, % at 20 µM; AID 651560;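 active means compounds that cut the enzyme signal by at least half of the control window in the single-dose screen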;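 further: plate controls were DMSO wells with enzyme plus substrate for no effect and substrate without enzyme for full effect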
Target sequence (P24666 whole entry, looked up): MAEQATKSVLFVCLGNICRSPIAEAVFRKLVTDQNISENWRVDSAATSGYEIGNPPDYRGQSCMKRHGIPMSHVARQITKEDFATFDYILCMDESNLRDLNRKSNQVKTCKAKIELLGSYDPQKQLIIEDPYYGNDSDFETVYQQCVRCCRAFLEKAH
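Assay system: LMPTP-A phosphatase enzyme | Input: 0.625 nM enzyme | Also added: Fluorogenic phosphatase substrate OMFP at 400 µM final | Compound dosing: One test concentration per compound, 20 µM, with 3% DMSO overall | Schedule: 50 min enzyme reaction at room temperature, protected from light | Signal: Fluorescence intensity | Benchmarks: no-enzyme and uninhibited controls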
DNMT1 inh – inhibitors of human DNMT1; DNMT1 molecular beacon, Hinp1I cleavage, fluorescence; actives 0.83% (n = 360,000); P26358; inhibition (reported as % activation of signal), % at 10 µM; in the data active means inhibition above about 50%
STEP inh – blocks human striatal-enriched tyrosine phosphatase; P54829; recombinant STEP, OMFP fluorogenic substrate, fluorescence; actives 0.25% (n = 360,000); inhibition, % at 20 µM;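 active means inhibition at 20 µM, scaled per plate between control wells, above about 37%, limit read from the data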;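 further: 0% = DMSO with enzyme and substrate and 100% = substrate only without enzyme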
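Material: STEP (striatal-enriched tyrosine phosphatase) enzyme, cell-free | Medium: 50 mM Bis-Tris pH 6.0 with 2.5 mM DTT and 0.005% Tween 20 | Read-out: Percent inhibition scaled to no-enzyme and uninhibited-enzyme controls, plate-pattern corrected | Signal: Fluorescence read at 480 nm ex / 540 nm em | Times: 20 min reaction, room temperature, in the dark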
Rin1-Abl PPI inh – human Rin1-Abl interaction inhibition; AID 588664; inhibition, % at 7.35 µM; TR-FRET Rin1/Abl binding, biochemical; actives 0.4% (n = 360,000); P00519+Q13671; in the data active means inhibition above about 5%, passing the limit was not always enough
NadD block – NadD (S. aureus) enzyme inhibition. inhibition, % at 20 µM. purified NadD enzyme, colorimetric absorbance read-out. actives 0.78% (n = 360,000); in the data active means inhibition above about 26%; further: some compounds past the cut are filed as inactive
CSN deneddyl inh – inhibitors of human CSN-mediated cullin deneddylation; Q92905; Purified CSN, SCF-Nedd8-OG deneddylation, fluorescence polarization; inhibition, % at 12.5 µM; actives 0.38% (n = 360,000); AID 651999;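 active means pattern-corrected inhibition above about 35%, with an unprinted fluorescence ratio check between 0.5 and 1.5, limit read from the data, passing the limit was not always enough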;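 further: 0% = enzyme with substrate and 100% = substrate without enzyme; some results filed as inactive read as strong as hits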
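Assay system: purified human Csn5 enzyme expressed in HEK293T cells; Input: 0.24 nM Csn5 enzyme, final concentration; Reagent: 10 nM SCFSkp2-Nedd8OG; Compound dosing: 12.5 µM single point; Times: reaction 90 min, room temperature; Technique: fluorescence polarization readout.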
Scp1 inh – Scp-1 (human) phosphatase inhibition | Q9GZU7 | Recombinant Scp1, phosphopeptide, malachite green phosphate absorbance | inhibition, % at 20 µM | actives 0.88% (n = 340,000) | AID 493091;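 active means inhibition above about 50% at 20 µM, limit read from the data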;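 further: plate controls were DMSO wells with enzyme for no effect and wells lacking enzyme for full effect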
Target sequence (Q9GZU7 76-261 limits assumed): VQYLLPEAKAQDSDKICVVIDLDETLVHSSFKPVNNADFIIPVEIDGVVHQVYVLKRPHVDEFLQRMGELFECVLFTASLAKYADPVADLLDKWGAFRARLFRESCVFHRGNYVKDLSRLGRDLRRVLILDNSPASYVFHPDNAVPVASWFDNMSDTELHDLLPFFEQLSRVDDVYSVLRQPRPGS
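Times: enzyme reaction 45 min at room temperature, colour 5 min, stabilisation 30 min. Material: SCP-1 catalytic fragment, aa 76-261. Medium: Acidic Tris acetate buffer with magnesium and detergent. Signal: colorimetric free-phosphate detection, absorbance 630 nm. Read-out basis: % inhibition of SCP-1 phosphate liberation. Reagent: Phosphorylated 17-residue peptide substrate.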
Rpn11 block – blocks the human proteasome subunit Rpn11 | O00487 | human 26S proteasome, Ub4-pepOG fluorescence polarization; 20S core pre-blocked with epoxomicin | calls only at 20 µM | actives 0.59% (n = 360,000) | AID 588493;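 active means inhibition at 20 µM, scaled to each plate's controls, above about 33%, limit read from the data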
Target sequence (O00487 whole entry, looked up): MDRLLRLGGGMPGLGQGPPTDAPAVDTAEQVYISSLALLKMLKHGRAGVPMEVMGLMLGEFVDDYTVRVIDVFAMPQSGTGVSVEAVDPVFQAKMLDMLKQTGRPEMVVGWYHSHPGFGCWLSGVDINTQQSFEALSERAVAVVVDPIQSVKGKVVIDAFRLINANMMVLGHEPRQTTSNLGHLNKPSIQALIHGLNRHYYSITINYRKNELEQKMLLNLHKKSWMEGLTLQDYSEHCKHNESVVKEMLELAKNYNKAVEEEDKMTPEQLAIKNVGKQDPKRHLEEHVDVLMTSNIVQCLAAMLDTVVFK
SUMO1-SIM PPI – modulators of human SUMO1-mediated protein-protein interactions | P63165 | inhibition, % at 20 µM | AID 602429 | SUMO1 binding to a labelled peptide, TR-FRET, 1 h | actives 0.33% (n = 360,000); in the data active means inhibition above about 37%
Target sequence (P63165 whole entry, looked up): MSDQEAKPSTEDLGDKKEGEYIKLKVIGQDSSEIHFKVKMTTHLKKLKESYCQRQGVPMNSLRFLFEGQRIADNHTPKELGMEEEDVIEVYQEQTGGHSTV
Neddyl block – inhibitors of human cullin neddylation | TR-FRET cullin neddylation, biochemical | actives 0.58% (n = 360,000) | P61081+Q13564 | AID 651699 | calls only at 25 µM; in the data active means inhibition above about 36%
Active calls of the source: *; i = inactive; x = not tested or not shown; + = active, no number.

Order of results – LMPTP block	DNMT1 inh	STEP inh	Rin1-Abl PPI inh	NadD block	CSN deneddyl inh	Scp1 inh	Rpn11 block	SUMO1-SIM PPI	Neddyl block
COc1ccc(CCC(=O)NCc2cn3ccc(C)cc3n2)cc1
  3.1	-2	3	-1	5	-3	-9	i	-3	i
Cc1nnc(NC(=O)c2c(-c3ccccc3)noc2C)s1
  -0.9	0	-2	3	5	-9	-2	i	3	i
Cn1c(SCC(=O)Nc2ccc(NC(=O)c3cccs3)cc2)nnc1-c1ccncc1
  0.6	0	0	-1	0	1	5	i	-5	x
CCOC(=O)CCCCCC(=O)Nc1ccc2c(c1)C(=O)N([C@@H](C)CO)C[C@H](C)[C@H](CN(C)C(=O)Nc1ccc(C(F)(F)F)cc1)OCCCC[C@H](C)O2
  -1.4	0	0	0	-9	4	x	i	1	i
CC(C)Oc1ccc(S(=O)(=O)N2CCOCC2)cc1NC(=O)Cc1ccsc1
  1.0	2	-3	5	-1	2	-10	i	-2	i
O=C(NCCc1ccccc1F)C1CCC(=O)N(CCCN2CCCC2=O)C1 (stereo not given)
  -1.4	-1	1	2	-2	6	-5	i	0	i
Cc1ccc(OCCC(=O)NNC(=O)c2ccc(Br)cc2)cc1
  -2.0	1	-4	3	-2	2	-3	i	7	i
CCN(CC)c1ccc2ccc(=O)oc2c1
  -0.7	-2	1	1	0	5	-7	i	-16	x
C#CC(C)(C)NC(=O)c1cnc(-c2ccccc2)nc1-c1ccccc1
  -0.1	1	-1	1	-2	-1	-10	i	1	i
CC(=O)Nc1cc2c(cc1[N+](=O)[O-])-c1ccccc1C2O (stereo not given)
  -0.2	1	5	-8	4	5	-1	i	-38	i
COc1ccc2c(c1)c(=O)c(C(=O)c1ccc(F)cc1)cn2CC(=O)Nc1ccc(F)cc1
  0.0	-2	1	2	6	4	-3	i	-28	i
Cc1ccc(C(=O)NCCSC(C)(C)C)cc1
  1.1	3	2	0	4	-1	-8	i	-2	i
Cc1csc(NC(=O)C2CCN(S(=O)(=O)c3ccccc3F)CC2)n1
  -2.0	-4	1	-6	-2	1	0	i	1	i
CCCN(CCC)CCCNC(=O)C1CCN(S(=O)(=O)c2cccc3nsnc23)CC1
  -0.4	-1	1	0	-6	-1	3	i	-38	i
O=C(Nc1ccc(S(=O)(=O)N2CCCC2)cc1)c1ccc([N+](=O)[O-])cc1
  0.3	-2	-3	0	-16	0	-2	i	-22	i

Order of results – LMPTP block	DNMT1 inh	STEP inh	Rin1-Abl PPI inh	NadD block	CSN deneddyl inh	Scp1 inh	Rpn11 block	SUMO1-SIM PPI	Neddyl block
COCCNC(=S)N(CCO)Cc1cc2cc3c(cc2[nH]c1=O)OCCO3
  0.6	-9	5	0	15	0	0	i	-7	i
Cc1ccc2nc(/C=C/c3cccc(F)c3)ccc2c1
  0.8	-1	1	4	5	7	-1	i	0	i
CCCc1nnc(NC(=O)CCC(=O)NCc2ccccc2Cl)s1
  -1.2	1	-1	-1	-1	4	18	i	-1	i
O=C(Nc1ccc(Br)cn1)c1ccc2nccnc2c1
  -1.9	0	3	-3	-7	6	0	i	-5	i
C/C(=N\N(c1ccccc1)c1ccccc1)c1ccc(O)cc1
  1.4	-6	-5	3	-3	0	2	i	7	i
CC(C)(CNC(=O)c1ccccc1NS(C)(=O)=O)N1CCCCC1
  -1.9	1	-2	0	6	2	-4	i	-1	+
Fc1cccc(CN2CCSCC2)c1
  -0.3	5	-1	1	-6	3	-2	i	2	i
CCOC(=O)c1c(NC(=O)COC(=O)CNC(=O)c2ccc(Cl)cc2Cl)sc(C(=O)N(C)C)c1C
  0.6	2	-1	1	-3	-10	7	i	-1	i
COc1ccc(-c2cc(-c3ccc(N)cc3)nc(N)c2C#N)cc1OC
  5.1	-11	-2	-4	2	-3	-8	i	-7	x
Clc1nc(-c2ccccn2)nc2scc(-c3ccccc3)c12
  0.1	1	0	0	5	-2	-2	i	-6	x
Cc1c(NC(=O)COc2ccc3ccc(=O)oc3c2)c(=O)n(-c2ccccc2)n1C
  0.1	3	1	-2	-2	-2	-1	i	1	x
CCS(=O)(=O)N1CCN(C(=O)C(c2ccccc2)c2ccccc2)CC1
  -0.5	3	-1	1	-4	-5	-5	i	5	i
C=CCn1cc(-c2ccc(Cl)cc2)cc(C#N)c1=O
  0.5	0	1	1	-6	1	-2	i	-13	i
O=C(Nc1cccc(-c2cnc3ccccc3n2)c1)C1CC(=O)N(c2ccccc2)C1 (stereo not given)
  1.2	-2	-2	-3	-1	3	-7	i	2	i
O=C(Nc1cccc(C(=O)N2CCOCC2)c1)c1ccccc1Cl
  0.3	2	-2	2	-6	3	-5	i	1	i

Entries above containing two or more sulfur atoms:
Order of results – LMPTP block	DNMT1 inh	STEP inh	Rin1-Abl PPI inh	NadD block	CSN deneddyl inh	Scp1 inh	Rpn11 block	SUMO1-SIM PPI	Neddyl block
Cn1c(SCC(=O)Nc2ccc(NC(=O)c3cccs3)cc2)nnc1-c1ccncc1
  0.6	0	0	-1	0	1	5	i	-5	x
CC(C)Oc1ccc(S(=O)(=O)N2CCOCC2)cc1NC(=O)Cc1ccsc1
  1.0	2	-3	5	-1	2	-10	i	-2	i
Cc1csc(NC(=O)C2CCN(S(=O)(=O)c3ccccc3F)CC2)n1
  -2.0	-4	1	-6	-2	1	0	i	1	i
CCCN(CCC)CCCNC(=O)C1CCN(S(=O)(=O)c2cccc3nsnc23)CC1
  -0.4	-1	1	0	-6	-1	3	i	-38	i

New compounds follow
Order of results – LMPTP block	DNMT1 inh	STEP inh	Rin1-Abl PPI inh	NadD block	CSN deneddyl inh	Scp1 inh	Rpn11 block	SUMO1-SIM PPI	Neddyl block
CCCN(CC(=O)Nc1ccccc1C)C(=O)CSc1ccccc1C
  -7.3	1	-2	2	2	-1	5	i	-12	i
COc1ccc(CCNC(=O)c2ccc(S(=O)(=O)N3CCCCC3)cc2)cc1
  0.5	1	0	-2	-6	0	-8	i	0	i
Cc1ccc(NC(=O)CCN2C(=O)c3ccccc3C2=O)c(C)c1
  -1.0	-2	0	1	-4	7	-15	i	-1	i
CC(C)(C)C(=O)Nc1nnc(CCc2ccccc2)s1
  -0.8	2	-1	-2	4	-4	-7	i	-2	i
FC(F)(F)c1cc(-c2ccco2)nc(-n2cnc3ccccc32)n1
  -0.6	5	-1	1	-4	1	0	i	15	i
COCCNC(=O)c1ccc(CS(=O)(=O)c2ccc(Cl)cc2)o1
  -1.5	0	-2	3	2	1	-1	i	-1	i
COc1cccc(CNC(=O)c2cc(S(=O)(=O)N3CCOCC3)ccc2N2CCCC2)c1
  -6.8	2	-3	3	2	-2	-11	i	4	i
CC1(C(=O)NCCC(F)(F)F)Cc2c(-c3ccccc3)ccnc2O1 (stereo not given)
  0.3	-3	0	-2	6	-8	x	i	-3	i
COc1cccc(N2CCN(S(=O)(=O)c3cccc4nsnc34)CC2)c1
  -4.8	0	1	2	3	-2	-1	i	-12	i
Cc1cc(=O)nc2c3ccccc3n(C(C)C(=O)Nc3cc(F)ccc3F)n12 (stereo not given)
  -0.7	0	-1	0	1	-2	-2	i	8	i
CC(C)CCn1c(=O)c2ccccc2n2c(CN3CCCC3)nnc12
  -0.1	-4	3	-3	-3	-6	-5	i	3	i
O=C(NC1CCCC1)C(c1ccncc1)N(C(=O)c1csnn1)c1ccc(F)c(Cl)c1 (stereo not given)
  -0.7	-2	0	0	-1	9	-1	i	5	i
O=C(Oc1ccc2ccc(=O)oc2c1)C1CCCCC1
  -0.8	3	0	-4	-6	-12	-3	i	-7	x
Cc1ccc(C)c(-n2c(SCC(=O)N3CCCC3)nnc2-c2ccccn2)c1
  -0.9	2	0	-3	-3	4	0	i	-1	i

Of the compounds above, two have a furan ring, fused or not:
Order of results – LMPTP block	DNMT1 inh	STEP inh	Rin1-Abl PPI inh	NadD block	CSN deneddyl inh	Scp1 inh	Rpn11 block	SUMO1-SIM PPI	Neddyl block
FC(F)(F)c1cc(-c2ccco2)nc(-n2cnc3ccccc32)n1
  -0.6	5	-1	1	-4	1	0	i	15	i
COCCNC(=O)c1ccc(CS(=O)(=O)c2ccc(Cl)cc2)o1
  -1.5	0	-2	3	2	1	-1	i	-1	i
